S100A4 MyoIIA – blocks human S100A4 binding to myosin IIA peptide; 360,000 tested, 0.14% active; P26447; S100A4/TAMRA-MyoIIA peptide fluorescence polarization; AID 652163; inhibition, % at 10.7 µM;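 active = mean inhibition of at least 70% across replicates, with every replicate also reaching that level; inconclusive = mean inhibition reaches 70% but some replicates fall short; inactive = mean inhibition below 70%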
Target sequence (P26447 whole entry, looked up): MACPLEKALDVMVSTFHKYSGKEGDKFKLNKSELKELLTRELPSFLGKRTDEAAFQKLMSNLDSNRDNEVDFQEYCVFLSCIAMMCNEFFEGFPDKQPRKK
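incubation = readout 5 min after mixing, signal stable up to 60 min | system = S100A4 monomer protein | buffer or medium = HEPES pH 7.2 with CaCl2, KCl, NaCl, DTT, Triton | benchmarks = neutral control DMSO, positive control TFP | also added = fluorescent myosin IIA peptide, 5 nM | compound dosing = one concentration per compound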
SIRT5 inh – blocks human SIRT5 desuccinylation of peptide; Q9NXA8; Purified SirT5, succinyl-peptide AMC, trypsin-coupled fluorescence; inhibition, % at 15 µM; 330,000 tested, 1.1% active; in the data active = inhibition above about 15%; inconclusive = no clear call, values can overlap the other calls
Statin myotox sup – suppression of simvastatin myotoxicity; 330,000 tested, 0.78% active; C2C12 myotubes + simvastatin, ATP luminescence, 48 h; scaled: DMSO 0, geranylgeraniol control 100; rescue of ATP level, % at 7.49 µM; AID 602340;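 active = mean ATP rescue above about 67%, or every replicate alone reaching that limit, limit read from the data, passing the limit was not always enough; inconclusive = no clear call, values can overlap the other calls; inactive = mean under the limit and some replicate under it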;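 note: myotubes were challenged with 10 µM simvastatin during compound exposure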
ERAP1 inh – inhibitors of human ERAP1 aminopeptidase | recombinant ERAP1, Leu-AMC fluorescence, 60 min | 340,000 tested, 0.15% active | Q9NZ08 | AID 652197 | inhibition, % at 10.7 µM;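 active = mean replicate inhibition of at least 30%, or all replicates individually reaching that 30% level; inactive = mean below 30% and not every replicate reaching it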;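 note: 0% = neutral control wells and 100% = L-leucinethiol positive control wells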
Target sequence (Q9NZ08 whole entry, looked up): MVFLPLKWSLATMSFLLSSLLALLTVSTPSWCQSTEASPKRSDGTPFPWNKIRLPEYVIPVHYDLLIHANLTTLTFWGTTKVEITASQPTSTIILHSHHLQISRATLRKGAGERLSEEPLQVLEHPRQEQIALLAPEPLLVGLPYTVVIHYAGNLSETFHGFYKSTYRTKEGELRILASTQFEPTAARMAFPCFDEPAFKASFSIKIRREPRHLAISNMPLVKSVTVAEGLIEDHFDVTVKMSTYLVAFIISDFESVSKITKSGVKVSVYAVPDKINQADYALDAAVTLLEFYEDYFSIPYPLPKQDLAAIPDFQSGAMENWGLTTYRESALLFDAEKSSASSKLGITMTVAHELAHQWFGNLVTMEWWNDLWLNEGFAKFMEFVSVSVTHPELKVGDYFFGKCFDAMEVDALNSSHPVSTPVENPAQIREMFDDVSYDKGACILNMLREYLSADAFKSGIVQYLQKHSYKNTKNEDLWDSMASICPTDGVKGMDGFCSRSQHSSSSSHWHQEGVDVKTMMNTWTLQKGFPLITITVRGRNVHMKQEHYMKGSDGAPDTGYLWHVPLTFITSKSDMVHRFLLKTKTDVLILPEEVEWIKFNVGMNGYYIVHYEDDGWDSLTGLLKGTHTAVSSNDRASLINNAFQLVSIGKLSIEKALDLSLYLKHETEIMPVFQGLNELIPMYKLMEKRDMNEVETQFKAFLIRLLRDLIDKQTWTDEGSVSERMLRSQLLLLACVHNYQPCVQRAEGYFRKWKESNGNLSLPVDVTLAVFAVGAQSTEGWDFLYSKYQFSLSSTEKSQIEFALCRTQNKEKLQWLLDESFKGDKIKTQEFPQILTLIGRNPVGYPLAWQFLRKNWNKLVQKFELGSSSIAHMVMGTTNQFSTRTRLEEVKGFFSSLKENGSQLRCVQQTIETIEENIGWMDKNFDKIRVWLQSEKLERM
PGC1a acetyl inh – lowers PGC1a acetylation signal in U2OS cells; AlphaScreen anti-acetyl-lysine; with virally co-expressed GCN5 acetyltransferase; inhibition, % at 15.6 µM; 350,000 tested, 0.17% active; AID 651687;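 active = every replicate shows inhibition of at least 40%; inconclusive = mean inhibition at least 40% but some replicate below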;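 note: 0% = neutral control wells and 100% = positive control wells; some results beyond the cut were filed as inactive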
Cneo AK release – causes C. neoformans cell lysis; adenylate kinase release luminescence, 4 h; normalised: neutral wells 0, clomiphene wells 100; lysis activity, % at 15 µM; 360,000 tested, 0.2% active;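 active = mean lysis activity across replicates of at least 80%, whatever share of replicates individually reach that level; inactive = mean lysis activity below 80%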
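Material: C. neoformans cells; Schedule: 4 h static compound exposure, 37 °C, read 1 h post-reagent; Measured by: adenylate kinase release luminescence; Read-out: signal increase indicating cell lysis; Controls: Clomiphene as positive lysis control.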
LGR2 inh – Drosophila LGR2 receptor signaling inhibition; HEK293 LGR2, CRE-luciferase, bursicon-stimulated, 4 h; inhibition, % at 9.99 µM; 380,000 tested, 0.35% active;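 active = drop in luminescence signal, shown as inhibition above about 50% in the replicate tests, limit read from the data, passing the limit was not always enough; inconclusive = probably only some replicates passing the limit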;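 note: agonist challenge used bursicon conditioned medium at about half maximal strength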
Xi reactivation – reactivates the inactive X chromosome in mouse fibroblasts; XiGFP mouse fibroblasts, % GFP-positive cells imaging, 3 d; cells co-treated with 5-aza-dC sensitizer; scaled so ellipticine positive control = 100%; activation, % at 7.58 µM; 360,000 tested, 0.055% active; AID 743238;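 active = mean normalized replicate activation at least 10% and every replicate at or above 10%; inconclusive = only one of the two criteria met; inactive = mean below 10% and not all replicates reach 10%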;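 note: 0% = median of on-plate neutral control wells and 100% = ellipticine 6 µM median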
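System: 68-5-11 XiGFP fibroblast line; Timing: 3 days compound exposure; Compound dosing: one concentration, pinned; Benchmarks: positive control ellipticine, 6 µM final; Buffer or medium: DMEM containing 5-aza-dC.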
* = called active by the depositor; u = inconclusive; x = no result given. Not all compounds are listed (hit frequency here may not be typical).

SMILES	S100A4 MyoIIA	SIRT5 inh	Statin myotox sup	ERAP1 inh	PGC1a acetyl inh	Cneo AK release	LGR2 inh	Xi reactivation
Cc1ccc(N=C2NC(=O)c3cccc([N+](=O)[O-])c32)cc1	2	-2	x	-1	x	x	-30	0.0
COc1cccc(-c2nnc(SCC(N)=O)n2-c2ccc(Cl)cc2)c1	-1	-1	45	-2	5	0	-2	x
CC(C)C#Cc1cnc2c(c1)C(=O)N([C@@H](C)CO)C[C@H](C)[C@H](CN(C)C(=O)CCN1CCCCC1)O2	30	10	1	0	-2	42	13	0.0
O=S(=O)(O)c1cc(O)c(N=Nc2ccc(O)cc2O)c2ccccc12	19	31*	-3	17	1	0	24	0.0
COc1ccc(NC2CCCCC2NS(=O)(=O)c2ccc(C)cc2)cc1 (stereo unspecified)	0	-1	21	-2	-10	-1	-4	0.0
O=C(N1CCCCC1)N1CCN(C(=O)N(c2ccccc2)c2ccccc2)CC1	-2	5	1	0	x	x	6	x
O=C(C[C@H]1C[C@H](C(=O)N2CCOCC2)[C@@]2(CCC3CCCC3)c3[nH]c4ccc(Cl)cc4c3CCN2C1=O)NCc1ccco1	-4	0	35	x	11	-5	u	0.3
COc1ccccc1-c1cnc2c(c1)C(=O)N([C@H](C)CO)C[C@H](C)[C@H](CN(C)C(C)=O)O2	1	1	7	-2	9	-3	6	-1.3
CO[C@@H]1CN(C)C(=O)c2ccc(NC(=O)Nc3cc(F)ccc3F)cc2OC[C@H](C)NC[C@@H]1C	-2	3	-47	-1	3	2	-7	0.1
COc1ccc(C(=O)NCc2ccco2)cc1S(=O)(=O)N1CCOCC1	0	-1	30	3	x	-6	-18	0.2
COc1ccc([N+](=O)[O-])cc1NS(=O)(=O)c1cc(C(=O)NCc2cccnc2)ccc1Cl	6	0	17	0	1	2	10	0.0
O=C1CN(S(=O)(=O)Cc2ccccc2)C[C@@H]2[C@H](c3ccc(C#Cc4ccc(F)cc4)cc3)[C@H](CO)N12	5	6	x	-1	-10	x	14	0.5
O=C(CCC(=O)N1CCN(c2ccccc2)CC1)Nc1nnc(C2CCCCC2)s1	-5	-3	x	0	x	x	-8	0.2
C[C@@H]1CN([C@@H](C)CO)C(=O)c2cc(C#C[C@@H](C)O)cnc2O[C@@H]1CN(C)C(=O)Cc1ccccn1	-1	-1	12	0	4	0	6	-0.6
CS(=O)(=O)Nc1ccc(C(=O)NCCSCc2ccccc2)cc1	2	-2	x	0	0	x	-30	0.0
O=C([C@H]1[C@H](CO)[C@H]2Cn3c(cccc3=O)[C@H]2N1C(=O)C1CCCC1)N1CCOCC1	-3	0	x	0	2	x	7	0.0
C[C@H](CO)N1C[C@H](C)[C@@H](CN(C)S(=O)(=O)c2ccc(Cl)cc2)Oc2ccc(NS(=O)(=O)c3ccc(F)cc3)cc2CC1=O	x	x	37	x	-20	1	3	-0.1
c1cc(N2CCOCC2)ccc1-c1ccc2nncn2c1	-4	-3	4	4	8	-1	-8	0.3
CCCCOCCOCCOCCCC	-4	x	0	-1	-8	-3	-18	x
CCCN1[C@H](CO)[C@H](c2ccc(C3=CCCC3)cc2)[C@H]1CN(C(C)=O)C1CCCC1	0	0	x	1	x	x	5	0.1
CCc1cc(=O)oc2c(C)c(OCC(=O)NCCN3CCOCC3)ccc12	-3	-6	2	6	6	-2	3	0.0
CCCC(=O)NC(c1cccc([N+](=O)[O-])c1)c1ccc2cccnc2c1O (stereo unspecified)	6	-8	-49	2	30	-1	41	2.7
Cc1ccccc1S(=O)(=O)N1[C@H](C#N)[C@@H](c2ccc(-c3ccc(F)cc3)cc2)[C@@H]1CO	-30	4	0	-4	8	-2	5	0.0
COc1cccc(Cn2nc3c4cc(F)ccc4n(Cc4ccc(F)cc4)cc-3c2=O)c1	-4	-2	-1	0	1	-2	4	0.4
CO[C@H]1CN(C)C(=O)c2ccc(NC(=O)C3CC3)cc2OC[C@@H](C)N(C(=O)Cc2ccccn2)C[C@@H]1C	1	2	0	-3	0	6	-3	-0.6
Cc1ccc(CNC(=O)CSc2nc(=O)n3cccc(C)c3n2)cc1	-2	-2	17	-3	0	0	0	0.3
C[C@H]1CN([C@@H](C)CO)C(=O)c2cc(-c3ccc(C#N)cc3)cnc2O[C@@H]1CN(C)C(=O)Nc1ccccc1	-3	-13	-7	2	1	-6	-12	0.4
CCCCCOCC1CC(C/C(C)=N/NC(N)=O)(C(=O)OCC)C(=O)O1 (stereo unspecified)	23	-5	8	5	-9	-3	-11	0.5
O=C(C[C@H]1C=C[C@H](NC(=O)Cc2ccccn2)[C@H](CO)O1)NCCc1ccccc1	-7	-2	x	-3	1	x	21	-0.4
CC(=O)c1cccc(NC(=S)Nc2ccc(F)cc2)c1	-4	-3	-16	-2	0	-1	-10	0.0
O=C(O)C[C@H]1CC[C@@H](NC(=O)CCN2CCCCC2)[C@@H](CO)O1	7	5	x	-2	2	x	8	0.2
CCOc1ccc(S(=O)(=O)NC2CCCCCC2)cc1	2	-5	x	-1	x	x	25	-0.2
CN(CC(=O)Nc1ccc(S(=O)(=O)N(C)C)cc1)Cc1ccc(C(F)(F)F)cc1	3	0	-3	2	-1	-4	5	0.2
CC(C)C#Cc1cnc2c(c1)C(=O)N([C@@H](C)CO)C[C@H](C)[C@@H](CN(C)C(=O)Cc1ccncc1)O2	-6	-3	16	2	16	2	6	-1.1
C[n+]1cccc2ccc3c(c21)OC(N)=C(C#N)C3c1ccccc1 (stereo unspecified)	-2	-2	-1	5	-6	7	12	-0.1
C[C@@H]1CCCCO[C@@H](CN(C)C(=O)Nc2ccccc2)[C@H](C)CN([C@@H](C)CO)C(=O)c2cc(NC(=O)CCCN(C)C)ccc2O1	-9	-7	x	1	-1	0	-14	0.2
CCCSc1cc(=O)n(-c2ccc(F)cc2)nc1C(=O)OCC	0	x	x	4	x	x	-2	0.0
Cc1ccnc(-n2c(C)cc(/C=N/NC(=O)COc3cccc4cccnc34)c2C)c1	5	0	x	x	x	x	-7	0.0
COc1ccccc1-c1ccc([C@@H]2[C@@H](C#N)N(C(=O)C3CC3)[C@@H]2CO)cc1	13	-1	-4	0	-5	1	-2	0.0
CC(=O)c1sc(NC(=O)C2CCCN2S(=O)(=O)c2ccccc2F)nc1C (stereo unspecified)	-17	-3	-2	2	0	-1	-8	0.2
O=C(Nc1c(O)c2ccccc2[nH]c1=O)c1ccco1	-3	-2	x	-1	-1	8	-15	-0.1
CCCCN(C(=O)CSCC(=O)Nc1ccc(OC)cc1)c1c(N)n(CCC)c(=O)[nH]c1=O	-3	-2	-7	1	x	1	-28	-0.2
CCC(=O)Nc1ccc2c(c1)C(=O)N(C)C[C@@H](OC)[C@H](C)CN(C(=O)c1ccccn1)[C@@H](C)CO2	0	0	6	-1	7	44	2	0.0
Cc1cc(C)n(-c2ccc(S(=O)(=O)N3CCCC3)cc2[N+](=O)[O-])n1	0	2	0	0	-1	67	4	-0.2
COc1ccccc1N1CCN(C(=O)C(=O)c2cn(CC(=O)N3CCOCC3)c3ccccc23)CC1	-7	1	5	5	4	0	-10	0.1
COc1cc2c(cc1OC)CN(CC(=O)Nc1ccc(S(=O)(=O)N(C)C)cc1)CC2	-1	x	-2	1	x	1	9	0.4
COc1ccc(Cl)cc1NC(=O)CN(C)C(=O)c1cc(-c2cccs2)nn1-c1ccccc1	-16	0	-18	0	-1	5	10	0.0
Cc1ccc(C(C(=O)NC(C)(C)C)N(Cc2cccnc2)C(=O)C(=O)NC2CCCCC2)o1 (stereo unspecified)	46	x	x	-1	-15	x	7	0.2
COc1cccc(-c2cnc3c(NC=O)cc(-c4ccccc4Oc4ccccc4)cn23)c1	4	-3	-20	8	4	0	-2	0.0
O=C(Nc1ccccc1N1CCOCC1)c1ccc(N2CCCC2=O)cc1	-4	-4	6	-2	x	11	x	0.2
CCN(C(=O)COC(=O)C12CC3CC(CC(NC(C)=O)(C3)C1)C2)C1CCCCC1	-16	-1	0	0	x	1	-14	0.0
O=C(NCc1ccncc1)Nc1ccccc1F	0	7	x	2	x	x	1	0.2
CN(CCCN1CCCCC1)C(=O)CCc1nnc(C2CCCCC2)o1	-13	-2	0	0	2	9	35	0.2
C[C@H](CO)N1C[C@H](C)[C@@H](CN(C)S(=O)(=O)c2ccc(Cl)cc2)Oc2c(NC(=O)C3CCCCC3)cccc2C1=O	0	x	143*	2	5	4	7	0.2
C[C@H](CO)N1C[C@H](C)[C@H](CN(C)S(=O)(=O)c2ccccc2)Oc2cc(Br)ccc2S1(=O)=O	-37	-1	-12	0	-4	0	9	-0.8

Arranged by molar mass (descending): some entries from above
SMILES	S100A4 MyoIIA	SIRT5 inh	Statin myotox sup	ERAP1 inh	PGC1a acetyl inh	Cneo AK release	LGR2 inh	Xi reactivation
C[C@H](CO)N1C[C@H](C)[C@H](CN(C)S(=O)(=O)c2ccccc2)Oc2cc(Br)ccc2S1(=O)=O	-37	-1	-12	0	-4	0	9	-0.8
COc1ccccc1N1CCN(C(=O)C(=O)c2cn(CC(=O)N3CCOCC3)c3ccccc23)CC1	-7	1	5	5	4	0	-10	0.1
CCC(=O)Nc1ccc2c(c1)C(=O)N(C)C[C@@H](OC)[C@H](C)CN(C(=O)c1ccccn1)[C@@H](C)CO2	0	0	6	-1	7	44	2	0.0
COc1ccc(Cl)cc1NC(=O)CN(C)C(=O)c1cc(-c2cccs2)nn1-c1ccccc1	-16	0	-18	0	-1	5	10	0.0
CCCCN(C(=O)CSCC(=O)Nc1ccc(OC)cc1)c1c(N)n(CCC)c(=O)[nH]c1=O	-3	-2	-7	1	x	1	-28	-0.2
Cc1ccc(C(C(=O)NC(C)(C)C)N(Cc2cccnc2)C(=O)C(=O)NC2CCCCC2)o1 (stereo unspecified)	46	x	x	-1	-15	x	7	0.2
COc1cc2c(cc1OC)CN(CC(=O)Nc1ccc(S(=O)(=O)N(C)C)cc1)CC2	-1	x	-2	1	x	1	9	0.4
CCN(C(=O)COC(=O)C12CC3CC(CC(NC(C)=O)(C3)C1)C2)C1CCCCC1	-16	-1	0	0	x	1	-14	0.0
O=C(Nc1ccccc1N1CCOCC1)c1ccc(N2CCCC2=O)cc1	-4	-4	6	-2	x	11	x	0.2
CN(CCCN1CCCCC1)C(=O)CCc1nnc(C2CCCCC2)o1	-13	-2	0	0	2	9	35	0.2
Cc1cc(C)n(-c2ccc(S(=O)(=O)N3CCCC3)cc2[N+](=O)[O-])n1	0	2	0	0	-1	67	4	-0.2

Screening results deposited in PubChem by Broad Institute.
